Rab7 wt GTP bind – dog Rab7 wildtype GTP binding, inhibitors and activators. GTP binding activity (percent of control), % at 10 µM. GST-Rab7 beads, fluorescent GTP binding, flow cytometry; actives lie on both sides; untreated = 100%, excess cold GTP = 0%. actives 0.055% (n = 190,000);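 active = fluorescent GTP binding to Rab7 beads changed by at least 20 points from the 100% baseline, either direction, mostly lower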;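 note: median green fluorescence of bound Bodipy-FL-GTP per Rab7 bead population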
Rab2A wt mod – changes GTP binding to wildtype dog Rab2A, up or down; P61105; GST-Rab2 wt beads, Bodipy-GTP binding, flow cytometry; GTP binding activity, % at 10 µM; actives 0.19% (n = 190,000); AID 760;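 active = GTP binding activity at least 20 points away from 100%, either lowered or raised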;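 note: 0% = beads with excess unlabeled GTP and 100% = no-compound control corrected for plate trend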
Pf gamet viab – kills late stage P. falciparum gametocytes. P. falciparum stage V gametocytes, ATP luminescence, 24 h. inhibition, % at 10.9 µM. actives 0.065% (n = 150,000);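 active = inhibition above the mean plus 3 SD of compounds within the control limits, set per campaign, cut at about 38% in these data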;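 note: 0% = DMSO wells and 100% = medium only without gametocytes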
Mcl1 Noxa PPI – disrupts binding of human Mcl-1 to Noxa peptide; inhibition, % at 21.7 µM; Q07820; TR-FRET Mcl-1/Noxa peptide binding, 2 h; actives 1.5% (n = 220,000); AID 1022;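 active = compounds that cut the protein-peptide binding signal by more than 50% relative to plate controls in a single-dose test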;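 note: His-tagged Mcl-1 with rhodamine Noxa BH3 peptide and terbium anti-His antibody; 0% = Mcl-1 plus Noxa peptide wells and 100% = peptide-only wells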
Target sequence (Q07820 whole entry, looked up): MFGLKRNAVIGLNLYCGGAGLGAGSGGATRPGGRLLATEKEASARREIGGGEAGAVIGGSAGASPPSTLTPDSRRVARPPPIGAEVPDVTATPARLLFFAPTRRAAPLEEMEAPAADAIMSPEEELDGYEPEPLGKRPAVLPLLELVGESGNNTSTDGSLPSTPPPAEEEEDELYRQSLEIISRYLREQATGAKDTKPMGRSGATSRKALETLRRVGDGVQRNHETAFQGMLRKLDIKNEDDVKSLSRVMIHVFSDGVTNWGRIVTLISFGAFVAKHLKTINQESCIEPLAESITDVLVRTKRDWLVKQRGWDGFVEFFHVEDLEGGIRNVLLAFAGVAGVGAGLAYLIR
Avidin fluor – compound fluoresces at 488/530 nm on avidin beads. compound fluorescence 488/530 nm, flow cytometry; active compounds read high. fluorescence (KMESF) at 10 µM. actives 0.38% (n = 220,000). AID 1775; in the data active = fluorescence above about 47; note: inactives centre near 10
Cdc42 wt GTP – changes GTP binding to wildtype human Cdc42; P60953; GST-Cdc42 beads, Bodipy-GTP binding, flow cytometry; actives lie on both sides; percent activity (GTP binding), % at 10 µM; actives 0.2% (n = 190,000);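 active = percent activity GTP binding at least 20 points away from the 100% baseline, either down as inhibitor or up as activator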;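 note: median bead fluorescence of bound Bodipy-FL-GTP at 100 nM; 0% = excess unlabeled GTP control and 100% = no compound control; below 100% means less GTP binding so inhibitor and above means activator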
Target sequence (P60953 whole entry, looked up): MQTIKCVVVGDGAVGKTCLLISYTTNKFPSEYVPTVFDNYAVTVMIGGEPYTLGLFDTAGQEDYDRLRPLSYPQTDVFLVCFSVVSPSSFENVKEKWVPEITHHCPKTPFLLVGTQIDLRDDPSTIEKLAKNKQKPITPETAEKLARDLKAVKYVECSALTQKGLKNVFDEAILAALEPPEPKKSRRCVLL
HRas wt GTP – human HRas wildtype GTP binding, change in either direction; GTP binding activity, % at 10 µM; actives 0.14% (n = 190,000); GST-Ras wt beads, Bodipy-FL-GTP binding, flow cytometry; actives lie on both sides;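 active = GTP binding activity at least 20% away from the 100% baseline, either lowered as inhibitor or raised as activator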;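 note: 0% = unlabeled GTP competition control and 100% = no-compound control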
Target sequence (P01112 whole entry, looked up): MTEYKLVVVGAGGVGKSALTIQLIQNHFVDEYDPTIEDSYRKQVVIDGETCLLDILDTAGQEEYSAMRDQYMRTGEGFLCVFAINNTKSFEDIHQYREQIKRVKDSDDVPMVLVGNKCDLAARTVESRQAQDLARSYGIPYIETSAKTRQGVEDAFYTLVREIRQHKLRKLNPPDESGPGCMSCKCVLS
Mcl1-Bid inh – Mcl-1/Bid interaction inhibition; inhibition, % at 21.7 µM; TR-FRET Mcl-1/Bid-Dy647 peptide binding, 1536-well; actives 0.97% (n = 220,000); Q07820;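 active = compounds that cut the binding signal by more than half at the single screening dose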;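 note: His-tagged Mcl-1 with europium anti-His antibody binding Bid BH3 peptide; 0% = Mcl-1 plus peptide wells and 100% = peptide-only wells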
Bim-Mcl-1 – inhibitors of Bim-Mcl-1 interaction, human; Q07820; Bead-based flow cytometry, Bim peptide-Mcl-1 binding; inhibition, % at 10 µM; actives 0.1% (n = 190,000); AID 1009; in the data active = inhibition above about 40%;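 note: 0% = no compound tracer wells and 100% = peptide blocker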
Rac1 mut GTP – human Rac1 activated mutant GTP binding change; GST-Rac1 activated beads, fluorescent GTP binding, flow cytometry; actives lie on both sides; 100% means binding = to untreated wells; percent activity (GTP binding), % at 10 µM; actives 0.11% (n = 190,000); AID 764;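 active = GTP binding at least 20 percentage points away from the 100% baseline, in either direction, so actives lie on both sides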
Rac1 wt GTP bind – alters GTP binding to wildtype human Rac1; P63000; GST-Rac1 beads, fluorescent GTP binding, flow cytometry; actives lie on both sides; 0 = cold GTP competed, 100 = untreated; GTP binding activity (% of control), % at 10 µM; actives 0.27% (n = 190,000);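 active = GTP binding activity at least 20 points away from the 100% control level, either lower or higher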
* = called active by the depositor. Compounds as they come. Share with any hit: about 2.7%.

CC(=O)[C@@]1(O)CC[C@H]2[C@@H]3CCC4=CC(=O)CC[C@]4(C)[C@H]3[C@@H](O)C[C@@]21C was read as Rab7 wt GTP bind 96, Rab2A wt mod 99, Mcl1 Noxa PPI -10, Avidin fluor 11, Cdc42 wt GTP 102, HRas wt GTP 99, Mcl1-Bid inh 3, Bim-Mcl-1 -1, Rac1 mut GTP 98 and Rac1 wt GTP bind 102.
Cc1nnc(SCC(=O)NNC(=O)c2ccco2)n1-c1cccc(Cl)c1 was read as Rab7 wt GTP bind 102, Rab2A wt mod 98, Pf gamet viab -6, Mcl1 Noxa PPI 2, Avidin fluor 24, Cdc42 wt GTP 100, HRas wt GTP 98, Mcl1-Bid inh -5, Bim-Mcl-1 -3, Rac1 mut GTP 95 and Rac1 wt GTP bind 99.
`CN1CCN(CC(=O)NC2CCCCC2)CC1` gave Rab7 wt GTP bind 93, Rab2A wt mod 97, Pf gamet viab 11, Mcl1 Noxa PPI 12, Avidin fluor 17, Cdc42 wt GTP 101, HRas wt GTP 99, Mcl1-Bid inh 54*, Bim-Mcl-1 -1, Rac1 mut GTP 99 and Rac1 wt GTP bind 101.
CCCS(=O)(=O)c1nc(S(=O)(=O)c2ccc(C)cc2)c(NCc2ccco2)s1 was read as Rab7 wt GTP bind 96, Rab2A wt mod 95, Mcl1 Noxa PPI 0, Avidin fluor 8, Cdc42 wt GTP 100, HRas wt GTP 95, Mcl1-Bid inh 3, Bim-Mcl-1 4, Rac1 mut GTP 97 and Rac1 wt GTP bind 100.
For CCCCn1c2c(c(=N)c3c1CCC3)CCC2 the results were Rab7 wt GTP bind 102, Rab2A wt mod 102, Mcl1 Noxa PPI 40, Avidin fluor 16, Cdc42 wt GTP 104, HRas wt GTP 104, Mcl1-Bid inh -27, Bim-Mcl-1 -2, Rac1 mut GTP 99 and Rac1 wt GTP bind 104.
For COc1ccc(C(=O)OCc2c(C)noc2C)cc1 the results were Rab7 wt GTP bind 92, Rab2A wt mod 96, Pf gamet viab -9, Mcl1 Noxa PPI -4, Avidin fluor 10, Cdc42 wt GTP 98, HRas wt GTP 96, Mcl1-Bid inh -6, Bim-Mcl-1 -2, Rac1 mut GTP 97 and Rac1 wt GTP bind 95.
Screening CCOC(=O)c1cnc2c(cnn2C)c1NCCC(O)C(F)(F)F (configuration not stated) returned Rab7 wt GTP bind 96, Rab2A wt mod 100, Pf gamet viab 9, Mcl1 Noxa PPI -1, Avidin fluor 22, Cdc42 wt GTP 101, HRas wt GTP 99, Mcl1-Bid inh -9, Bim-Mcl-1 -1, Rac1 mut GTP 97 and Rac1 wt GTP bind 98.
Screening CCNC(=S)NNC(=O)c1cc(-c2cccc(OC)c2)nc2ccccc12 returned Rab7 wt GTP bind 97, Rab2A wt mod 98, Mcl1 Noxa PPI -53, Avidin fluor 7, Cdc42 wt GTP 102, HRas wt GTP 96, Mcl1-Bid inh -45, Bim-Mcl-1 -5, Rac1 mut GTP 97 and Rac1 wt GTP bind 106.
Cc1cc(C)c(S(=O)(=O)N(C)c2ccccc2)c(C)c1 was read as Rab7 wt GTP bind 98, Rab2A wt mod 93, Pf gamet viab -12, Mcl1 Noxa PPI -18, Avidin fluor 17, Cdc42 wt GTP 87, HRas wt GTP 91, Mcl1-Bid inh -3, Bim-Mcl-1 -1, Rac1 mut GTP 92 and Rac1 wt GTP bind 91.
`c1coc(-c2nnc3sc(C4CCCCC4)nn23)c1` gave Rab7 wt GTP bind 90, Rab2A wt mod 91, Pf gamet viab -8, Mcl1 Noxa PPI 11, Avidin fluor 14, Cdc42 wt GTP 93, HRas wt GTP 93, Mcl1-Bid inh -5, Bim-Mcl-1 0, Rac1 mut GTP 91 and Rac1 wt GTP bind 92.
Cc1ccc(C(=O)COC(=O)c2ccc(O)cc2)cc1 was read as Rab7 wt GTP bind 97, Rab2A wt mod 96, Pf gamet viab -13, Mcl1 Noxa PPI 11, Avidin fluor 11, Cdc42 wt GTP 97, HRas wt GTP 96, Mcl1-Bid inh -18, Bim-Mcl-1 0, Rac1 mut GTP 98 and Rac1 wt GTP bind 97.
For O=C(CCC(=O)N1CCN(C2CCCC2)CC1)Nc1nnc(C(F)(F)F)s1 the results were Rab7 wt GTP bind 104, Rab2A wt mod 100, Mcl1 Noxa PPI 15, Avidin fluor 7, Cdc42 wt GTP 97, HRas wt GTP 99, Mcl1-Bid inh -16, Bim-Mcl-1 0, Rac1 mut GTP 96 and Rac1 wt GTP bind 100.
For CCC(=O)NCCCCNC(=O)CC the results were Rab7 wt GTP bind 102, Rab2A wt mod 103, Pf gamet viab 2, Mcl1 Noxa PPI -4, Avidin fluor 16, Cdc42 wt GTP 103, HRas wt GTP 105, Mcl1-Bid inh 18, Bim-Mcl-1 -7, Rac1 mut GTP 100 and Rac1 wt GTP bind 106.
`Cc1ccccc1C(=O)NNC(=O)CCc1ccccc1` gave Rab7 wt GTP bind 91, Rab2A wt mod 99, Pf gamet viab -3, Mcl1 Noxa PPI -10, Avidin fluor 11, Cdc42 wt GTP 98, HRas wt GTP 97, Mcl1-Bid inh -11, Bim-Mcl-1 -2, Rac1 mut GTP 99 and Rac1 wt GTP bind 99.
`N#C/C(=C\C=C\c1ccccc1)C(=O)NCc1cccnc1` gave Rab7 wt GTP bind 96, Rab2A wt mod 98, Pf gamet viab 6, Mcl1 Noxa PPI 0, Avidin fluor 10, Cdc42 wt GTP 96, HRas wt GTP 95, Mcl1-Bid inh -9, Bim-Mcl-1 -5, Rac1 mut GTP 95 and Rac1 wt GTP bind 97.
COc1ccc(-n2c3c(cc(C(=O)NCc4ccco4)c2=O)C(=O)CC(C)(C)C3)cc1 was read as Rab7 wt GTP bind 104, Rab2A wt mod 99, Pf gamet viab 6, Mcl1 Noxa PPI 1, Avidin fluor 10, Cdc42 wt GTP 99, HRas wt GTP 100, Mcl1-Bid inh -26, Bim-Mcl-1 4, Rac1 mut GTP 96 and Rac1 wt GTP bind 103.
`COc1cc(S(=O)(=O)N2CCC(O)(c3cccc(C(F)(F)F)c3)CC2)ccc1-n1cnnn1` gave Rab7 wt GTP bind 92, Rab2A wt mod 89, Avidin fluor 12, Cdc42 wt GTP 92, HRas wt GTP 93, Mcl1-Bid inh 2, Bim-Mcl-1 -7, Rac1 mut GTP 90 and Rac1 wt GTP bind 88.
COc1cccc(-c2nn(-c3ccccc3)cc2C(=O)n2nnc3ccccc32)c1 was read as Rab7 wt GTP bind 103, Rab2A wt mod 103, Pf gamet viab -11, Mcl1 Noxa PPI -19, Avidin fluor 5, Cdc42 wt GTP 106, HRas wt GTP 103, Mcl1-Bid inh -17, Bim-Mcl-1 -8, Rac1 mut GTP 103 and Rac1 wt GTP bind 108.
For Cc1cc(C)c2c(c1)C1C=CCC1C(c1ccc(S(=O)(=O)N3CCOCC3)cc1)N2 (configuration not stated) the results were Rab7 wt GTP bind 97, Rab2A wt mod 99, Mcl1 Noxa PPI 95*, Avidin fluor 21, Cdc42 wt GTP 97, HRas wt GTP 98, Mcl1-Bid inh 70*, Bim-Mcl-1 0, Rac1 mut GTP 98 and Rac1 wt GTP bind 100.
Screening COc1ccc(N=C2S/C(=C\c3ccc(OC(C)C(=O)O)c(OC)c3)C(=O)N2CCc2c[nH]c3ccccc23)cc1 (configuration not stated) returned Rab7 wt GTP bind 96, Rab2A wt mod 92, Pf gamet viab 9, Mcl1 Noxa PPI 82*, Avidin fluor 11, Cdc42 wt GTP 91, HRas wt GTP 92, Mcl1-Bid inh -16, Bim-Mcl-1 2, Rac1 mut GTP 89 and Rac1 wt GTP bind 92.
O=C(c1cc([N+](=O)[O-])ccc1N1CCOCC1)N1CCCCC1 was read as Rab7 wt GTP bind 98, Rab2A wt mod 102, Pf gamet viab 1, Mcl1 Noxa PPI 2, Avidin fluor 12, Cdc42 wt GTP 101, HRas wt GTP 103, Mcl1-Bid inh -6, Rac1 mut GTP 98 and Rac1 wt GTP bind 103.
`CCOC(=O)C1CCN(Cc2coc3c(Cl)cc(Cl)cc3c2=O)CC1` gave Rab7 wt GTP bind 104, Rab2A wt mod 100, Mcl1 Noxa PPI -7, Avidin fluor 13, Cdc42 wt GTP 101, HRas wt GTP 101, Mcl1-Bid inh 3, Bim-Mcl-1 -1, Rac1 mut GTP 99 and Rac1 wt GTP bind 101.
For Cc1cc(=O)oc2cc(Nc3ccccc3)ccc12 the results were Rab7 wt GTP bind 94, Rab2A wt mod 98, Pf gamet viab -8, Mcl1 Noxa PPI -36, Avidin fluor 6, Cdc42 wt GTP 98, HRas wt GTP 100, Mcl1-Bid inh -21, Bim-Mcl-1 7, Rac1 mut GTP 98 and Rac1 wt GTP bind 101.
Screening O=C(c1cccc(S(=O)(=O)Nc2ccccc2Cl)c1)N1CCN(C(=O)c2ccco2)CC1 returned Rab7 wt GTP bind 100, Rab2A wt mod 97, Pf gamet viab -19, Mcl1 Noxa PPI 0, Avidin fluor 12, Cdc42 wt GTP 95, HRas wt GTP 99, Mcl1-Bid inh -4, Bim-Mcl-1 3, Rac1 mut GTP 95 and Rac1 wt GTP bind 98.
For COc1ccc(C(C)=O)cc1CSc1nnc(C)s1 the results were Rab7 wt GTP bind 93, Rab2A wt mod 98, Mcl1 Noxa PPI -1, Avidin fluor 8, Cdc42 wt GTP 103, HRas wt GTP 99, Mcl1-Bid inh -9, Bim-Mcl-1 4, Rac1 mut GTP 99 and Rac1 wt GTP bind 103.
For COc1ccc(N(CC(=O)Nc2ccc(C)cn2)S(=O)(=O)c2c(C)noc2C)cc1 the results were Rab7 wt GTP bind 97, Rab2A wt mod 98, Pf gamet viab 5, Mcl1 Noxa PPI 9, Avidin fluor 11, Cdc42 wt GTP 99, HRas wt GTP 100, Mcl1-Bid inh 6, Bim-Mcl-1 -3, Rac1 mut GTP 96 and Rac1 wt GTP bind 98.
CCc1cccc(CC)c1NC(=O)CCCSc1nc2ccccc2s1 was read as Rab7 wt GTP bind 100, Rab2A wt mod 96, Pf gamet viab 13, Mcl1 Noxa PPI 2, Avidin fluor 6, Cdc42 wt GTP 99, HRas wt GTP 100, Mcl1-Bid inh -12, Bim-Mcl-1 -8, Rac1 mut GTP 98 and Rac1 wt GTP bind 103.
For COc1ccc(-c2ccc(=O)n(CC(=O)NC3CCc4ccccc43)n2)cc1OC (configuration not stated) the results were Rab7 wt GTP bind 106, Rab2A wt mod 101, Pf gamet viab -4, Mcl1 Noxa PPI -5, Avidin fluor 4, Cdc42 wt GTP 98, HRas wt GTP 102, Mcl1-Bid inh -15, Bim-Mcl-1 -1, Rac1 mut GTP 97 and Rac1 wt GTP bind 100.
